# Screening data from PubChem.
# Prostate diff: LNCaP prostate cell differentiation activation | 24,000 tested, 0.56% active | side scatter shift, % at 10 µM | flow cytometry side scatter, 4 d;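 active means side scatter shift above 30%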;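 further: androgen-responsive LNCaP prostate cancer cells in charcoal-stripped serum medium; percent of cells past a gate set so DMSO wells show 10% shift; higher shift means more granular cells and more differentiation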
# VLA-4 agonist: allosterically activates the human VLA-4 integrin | activation, % at 10 µM (by protocol) | 24,000 tested, under 10 active | Jurkat cells, LDV-FITC binding, flow cytometry;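 active means fluorescent ligand binding to cells raised by more than 40% of the manganese-induced maximum; inconclusive means compound's own fluorescence above 85% of the ligand control signal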;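 further: 0% = ligand binding without compound and 100% = manganese-stimulated maximal binding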
# Target sequence (P13612 whole entry, looked up): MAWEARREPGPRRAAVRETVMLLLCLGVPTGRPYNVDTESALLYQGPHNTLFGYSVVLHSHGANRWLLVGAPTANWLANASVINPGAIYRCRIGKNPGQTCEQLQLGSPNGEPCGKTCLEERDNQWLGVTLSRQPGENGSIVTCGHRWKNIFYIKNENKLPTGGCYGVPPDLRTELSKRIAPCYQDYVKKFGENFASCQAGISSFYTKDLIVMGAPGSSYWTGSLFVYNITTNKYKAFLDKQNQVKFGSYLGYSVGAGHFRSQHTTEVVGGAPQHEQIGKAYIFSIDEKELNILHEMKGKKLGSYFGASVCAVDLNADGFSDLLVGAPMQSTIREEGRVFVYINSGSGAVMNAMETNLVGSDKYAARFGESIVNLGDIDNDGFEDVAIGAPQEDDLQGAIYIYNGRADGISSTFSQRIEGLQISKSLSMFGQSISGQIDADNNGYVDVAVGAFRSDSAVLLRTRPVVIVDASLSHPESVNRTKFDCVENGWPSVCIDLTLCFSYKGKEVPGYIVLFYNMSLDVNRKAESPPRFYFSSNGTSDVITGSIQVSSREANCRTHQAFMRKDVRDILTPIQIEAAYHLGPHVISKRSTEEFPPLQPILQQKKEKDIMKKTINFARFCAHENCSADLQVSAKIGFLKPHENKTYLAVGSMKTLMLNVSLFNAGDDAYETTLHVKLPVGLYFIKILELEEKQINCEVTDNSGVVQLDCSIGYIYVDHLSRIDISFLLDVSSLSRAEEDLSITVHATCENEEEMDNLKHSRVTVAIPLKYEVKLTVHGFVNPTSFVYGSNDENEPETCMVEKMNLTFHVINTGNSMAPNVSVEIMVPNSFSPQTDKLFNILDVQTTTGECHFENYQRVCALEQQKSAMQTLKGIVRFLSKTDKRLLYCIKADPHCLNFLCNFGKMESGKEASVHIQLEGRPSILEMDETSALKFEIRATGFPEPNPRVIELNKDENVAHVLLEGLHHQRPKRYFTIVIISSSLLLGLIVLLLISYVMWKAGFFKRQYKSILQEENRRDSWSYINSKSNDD
# VLA-4 antagonist: inhibition of LDV-FITC ligand binding to human VLA-4 integrin; P13612; Jurkat cells, LDV-FITC binding with Mn2+, flow cytometry; 100% = Mn2+-driven binding gain fully reversed; inhibition, % at 10 µM (by protocol); 24,000 tested, 0.2% active; AID 529;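 active means inhibition above 50%; inconclusive means compound itself fluorescent, judged against control cell fluorescence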;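 further: 0% = Mn2+ stimulated cells lacking compound and 100% = ligand binding without Mn2+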
# Autofluor Jurkat: autofluorescence counter-screen for VLA-4 integrin assays; 24,000 tested, 0.61% active; Jurkat cells, compound autofluorescence, flow cytometry; stronger effect = higher value; 1 = vehicle-only cell background; AID 576; fluorescence ratio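 (tested at 10 µM compound in the well)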;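 active means fluorescence ratio above 2.44, which is 1 plus 3 SD of all ratios; inconclusive means signal too bright to measure linearly, ratio around 10 or more; inactive means fluorescence ratio below 2.44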;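 further: green fluorescence of cells measured with 488 nm excitation and 530 nm emission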
# * hit, by the source's call; ? = inconclusive. These rows are one share of the data. The share of hits here may be higher or lower than overall.
no. | mol | Prostate diff | VLA-4 agonist | VLA-4 antagonist | Autofluor Jurkat
1 | c1ccc(-c2nc(NC3CC3)nc(-n3ccnc3)n2)cc1 | 7 | 3 | 2 | 1
2 | CC(C)C(NC(=O)CN1C(=O)c2ccccc2S1(=O)=O)C(C)C | 12 | 2 | -3 | 1
3 | O=C(c1ccc2c(c1)C(=O)N(Cc1ccco1)C2=O)N1CCOCC1 | 6 | 4 | 12 | 0.97
4 | CSc1ccc2c(c1)N(CCC1CCCCN1C)c1ccccc1S2 (centres undefined) | 16 | -2 | -2 | 1.1
5 | CCn1c(SCc2cc(=O)[nH]c3ccccc23)nc2c1c(=O)n(C)c(=O)n2C | 6 | 5 | -13 | 0.98
6 | CCOC(=O)C1=C(c2ccccc2)NC(=O)NC1c1ccc(N(C)C)cc1 (centres undefined) | 2 | -7 | -24 | 1.1
7 | COc1cccc(C2c3c(oc4cc(C)c(C)cc4c3=O)C(=O)N2CCCN(C)C)c1 (centres undefined) | 4 | 5 | 1 | 1
8 | COc1cc(NC(=O)c2ccco2)c(OC)cc1NC(=O)CCC(=O)Nc1cc(C)cc(C)c1 | 10 | 6 | -4 | 1
9 | CCCSc1nnc2nc(C)cc(C)n12 | 4 | -2 | -1 | 1.1
10 | Cc1cccc(C)c1NC(=O)CC(NCc1ccco1)C(=O)O (centres undefined) | 9 | -3 | 2 | 1
11 | COc1ccccc1CNC(=O)C(C)NS(=O)(=O)c1ccccc1 (centres undefined) | 10 | 5 | -14 | 1.1
12 | O=C(O)c1ccc2c(c1)N(Cc1ccccc1F)C(=O)c1ccccc1S2=O (centres undefined) | 4 | 0 | -5 | 0.98
13 | COc1ccc(C2CC(=O)C(C=NCCN3CCOCC3)=C(O)C2)cc1 (centres undefined) | 8 | -2 | -18 | 1
14 | C=CCn1c(CCCNC(=O)CCC)nc2ccccc21 | 1 | 4 | -32 | 0.92
15 | CCc1cccc(NC(=O)Cn2cc3c(n2)CCCC3)c1 | 8 | 7 | -6 | 0.95
16 | C[N+](C)(C)CCOP(=O)([O-])OC[C@H](O)CO | 1 | 1 | -20 | 0.99
17 | COc1ccc(NC(=O)c2oc3ccccc3c2NC(=O)C2CC2)cc1 | 9 | 0 | 11 | 1.1
18 | COc1ccc(-c2nc(N)nc(C)c2Oc2ccccc2Br)c(O)c1 | 26 | 2 | 16 | 1.1
19 | O=C1CC(C(=O)Nc2ccccc2C(=O)O)C(c2ccccc2)O1 (centres undefined) | 15 | 6 | -42 | 1
20 | Cc1occc1C(=O)N1CCN(c2ncccn2)CC1 | 4 | 1 | -10 | 1.1

# Gathered by group: the entries above with a furan ring, fused or not (5)
no. | mol | Prostate diff | VLA-4 agonist | VLA-4 antagonist | Autofluor Jurkat
3 | O=C(c1ccc2c(c1)C(=O)N(Cc1ccco1)C2=O)N1CCOCC1 | 6 | 4 | 12 | 0.97
8 | COc1cc(NC(=O)c2ccco2)c(OC)cc1NC(=O)CCC(=O)Nc1cc(C)cc(C)c1 | 10 | 6 | -4 | 1
10 | Cc1cccc(C)c1NC(=O)CC(NCc1ccco1)C(=O)O (centres undefined) | 9 | -3 | 2 | 1
17 | COc1ccc(NC(=O)c2oc3ccccc3c2NC(=O)C2CC2)cc1 | 9 | 0 | 11 | 1.1
20 | Cc1occc1C(=O)N1CCN(c2ncccn2)CC1 | 4 | 1 | -10 | 1.1

# (further entries)
no. | mol | Prostate diff | VLA-4 agonist | VLA-4 antagonist | Autofluor Jurkat
21 | COc1ccc(OC)c(S(=O)(=O)Nc2ccc(C(N)=O)cc2)c1 | 19 | 2 | -22 | 1
22 | FC(F)(F)c1cc(-c2ccc3c(c2)OCO3)nc(NCc2ccco2)n1 | 23 | -15 | 31 | 1.1
23 | Cc1oc(-c2cccc(Cl)c2)nc1CN1CCC(C(=O)NCc2cccnc2)CC1 | 4 | -2 | 3 | 1
24 | C=CCn1c(-c2ccc(OC)cc2)nc2ccccc21 | 17 | -2 | 0 | 1
25 | COc1ccc(S(=O)(=O)NCC(=O)N(CC(=O)NCC2CCCO2)c2ccccc2C)cc1 (centres undefined) | 12 | 2 | -18 | 1.1
26 | Cc1ccc(Nc2cc(-n3nc(C)cc3C)ncn2)cc1 | 9 | -2 | -18 | 0.96
27 | CC1CCN(S(=O)(=O)c2ccc(S(=O)(=O)NCC(=O)C(C)(C)C)cc2)CC1 | 10 | 6 | -24 | 1
28 | O=S(=O)(c1ccc2c(c1)nc1n2CCC1)N1CCOCC1 | 10 | -2 | -8 | 1.1
29 | O=C(NCc1ccco1)C1(S(=O)(=O)c2ccc(Cl)cc2)CC1 | 3 | -4 | -5 | 0.99
30 | Cc1c[nH]c2cccc(OCC(O)CNC(C)(C)C)c12 (centres undefined) | 5 | -4 | -12 | 1.1
31 | Cc1ccc(S(=O)(=O)n2nc(OC(=O)C(C)(C)C)cc2N)cc1 | 6 | 4 | 0 | 0.87
32 | CCCS(=O)(=O)N1CCC(C(=O)NCCc2ccc(C)cc2)CC1 | 6 | -10 | -22 | 0.98
33 | CCn1cc(C(=O)NCCCN2CCC(C)CC2)c2cc(OC)c(OC)cc2c1=O | 9 | -1 | -3 | 0.98
34 | CCOc1ccccc1NC(=O)c1cnc2n(c1=O)CCS2 | 6 | 7 | -11 | 1.1
35 | O=C(Cn1cc2c(n1)CCCC2)NC1CCN(Cc2ccccc2)CC1 | 2 | 5 | 0 | 1.1
36 | O=C1CC(c2ccc3c(c2)OCO3)C2=C(CCCC2=O)N1 (centres undefined) | 9 | -4 | -7 | 1.1
37 | Cc1ccc(-c2nnn(CC(=O)N(CC(=O)NCC3CCCO3)c3ccccc3)n2)o1 (centres undefined) | 17 | 6 | -19 | 1
38 | CC(=O)N(c1ccc(N(C(C)=O)S(=O)(=O)c2cccs2)cc1)S(=O)(=O)c1cccs1 | 10 | -2 | -18 | 1.1
39 | COc1ccc(N2CCN(C(CNS(=O)(=O)c3cccs3)c3cccnc3)CC2)cc1 (centres undefined) | 0 | ? | ? | 1.1
40 | CNCCC=C1c2ccccc2CCc2ccccc21 | 6 | 12 | -6 | 0.97
41 | CCOC(=O)c1[nH]c(C)c(CN(Cc2ccco2)C(=O)C(F)(F)F)c1C | 16 | 5 | -1 | 1
42 | CC(C)C(CO)NC(=O)CC(=O)NC(CO)C(C)C (centres undefined) | 6 | -1 | 1 | 1
43 | COCCNC(=O)c1ccc(Cl)c(Cl)c1 | 12 | 5 | -23 | 1
44 | COc1cccc(N2CCN(Cc3cccnc3)CC2)c1 | 6 | 0 | -12 | 1.1
45 | Cn1c(=NC(=O)CSCC(=O)N2CCOCC2)sc2ccccc21 | 5 | 1 | 10 | 1
46 | O=C1CC(c2cccc(Cl)c2)CC(O)=C1C=NCCCO (centres undefined) | 5 | 2 | -3 | 1.1
47 | Cc1ncoc1C(=O)Nc1ccccc1C(N)=O | 12 | -2 | -5 | 1
48 | O=C(Cn1cccc1)N1CCc2ccccc21 | 2 | 2 | -33 | 1.1
49 | CS(=O)(=O)N(CC(=O)Nc1ccc2c(c1)OCCO2)Cc1ccccc1 | 7 | 1 | -12 | 1.1
50 | CCOC(=O)C1CCN(c2c(N3CCCC(C(=O)OCC)C3)c(=O)c2=O)CC1 (centres undefined) | 1 | 4 | -3 | 1
51 | CCCSc1nnc(NC(=O)c2sc3nc(-c4cccs4)ccc3c2N)s1 | 9 | ? | ? | 1.7
52 | O=C(NCCCN1CCN(Cc2ccccc2)CC1)C1CCN(c2nnc(-n3cccc3)s2)CC1 | 18 | -6 | 9 | 1
53 | COC(=O)c1ccc(CN(c2ccccc2OC)S(=O)(=O)c2cccs2)o1 | 13 | -2 | -24 | 1.1
54 | Cc1cc(N2CCC(N(C)C3CCCC3)CC2)nc2cc(O)ccc12 | 44* | ? | ? | 0.87
55 | CCC1CCCCN1C(=O)CSc1nnc(-c2cccs2)o1 (centres undefined) | 5 | -2 | 0 | 0.98
56 | COc1nc(Nc2ccc(O)cc2)nc(OC(C(F)(F)F)C(F)(F)F)n1 | 8 | -4 | 16 | 0.92
57 | CCN(CC)C(=O)C1CCCN(c2ncnc3c2cnn3-c2ccc(Cl)cc2)C1 (centres undefined) | 3 | -7 | 5 | 1.1
58 | CCOC(=O)N1CCN(C(=O)c2ccc(CS(=O)(=O)c3ccccc3OC)o2)CC1 | 4 | -6 | -8 | 1.1
59 | COC(=O)c1cc(-c2ccccc2)sc1NC(=O)c1cc(C)on1 | 35* | 7 | -11 | 1
60 | COc1ccccc1-c1nc2n(n1)C(c1cccs1)C(C(=O)Nc1cccnc1)=C(C)N2 (centres undefined) | 12 | 3 | 5 | 1

# Exported with two lines to a compound: 2 of the compounds above
# Second line of a record: Prostate diff | VLA-4 agonist | VLA-4 antagonist | Autofluor Jurkat
51) CCCSc1nnc(NC(=O)c2sc3nc(-c4cccs4)ccc3c2N)s1
  9 | ? | ? | 1.7
52) O=C(NCCCN1CCN(Cc2ccccc2)CC1)C1CCN(c2nnc(-n3cccc3)s2)CC1
  18 | -6 | 9 | 1

# Going on with the list:
no. | mol | Prostate diff | VLA-4 agonist | VLA-4 antagonist | Autofluor Jurkat
61 | CCOC(=O)c1ccc(NC(=O)CCNS(=O)(=O)c2ccc3c(c2)oc(=O)n3C)cc1 | 3 | 9 | -12 | 1.2
62 | CCc1ccc(N(CC(=O)NC2CCCC2)S(=O)(=O)c2c(C)noc2C)cc1 | 8 | -2 | -8 | 1
63 | Cc1ccc(C)c(NC(=O)C2CCC(C)(C(=O)O)C2(C)C)c1 (centres undefined) | 5 | -3 | -12 | 0.97
64 | CCN(CC)S(=O)(=O)c1ccc(C(=O)OCCN2C(=O)CCC2=O)cc1 | 23 | 3 | -20 | 0.94
65 | O=C(CSc1nnc(Cn2c(=O)sc3ccccc32)n1CCc1ccccc1)N1CCOCC1 | 2 | 0 | 3 | 1.1
66 | CCCCNC(=O)c1ccc(NC(=O)C2CCCO2)cc1 (centres undefined) | 11 | -1 | 3 | 1
67 | Clc1ccc(Cl)c(-c2nn3c(Cn4cnc5ccccc54)nnc3s2)c1 | 5 | -2 | 8 | 1
68 | Nc1nonc1-n1nncc1-c1ccccc1 | 0 | -1 | 0 | 1
69 | CCOc1ccc(N2C(=O)CSC2c2ccncc2)cc1 (centres undefined) | 4 | 2 | -17 | 1.1
70 | COc1ccc(-c2noc(CCC(=O)N3CCN(Cc4ccccc4)CC3)n2)cc1 | 2 | ? | ? | 1.2
71 | COCCCNC(=O)CC(NS(=O)(=O)c1ccc(Cl)cc1)c1ccco1 (centres undefined) | 8 | 3 | -11 | 1
72 | CN1C(C(=O)Nc2ccccn2)=C(O)c2ccccc2S1(=O)=O | 3 | 4 | -25 | 1.1
73 | CCSc1oc(-c2ccco2)nc1S(=O)(=O)c1ccccc1 | 8 | 0 | -8 | 1.1
74 | O=C(CN1CCOCC1)N1CCN(S(=O)(=O)c2ccccc2)C1c1ccccc1 (centres undefined) | 13 | 2 | 13 | 1.1
75 | C=CCn1c(CC#N)nnc1N1CCOCC1 | 11 | 2 | -2 | 1.1
76 | CCS(=O)(=O)N1CCC(C(=O)NCCc2ccc(OC)c(OC)c2)CC1 | 19 | -5 | -39 | 0.98
77 | OC(CCN1CCOCC1)(c1ccc(Cl)cc1)C1CCCCC1 (centres undefined) | 14 | -2 | 8 | 1.1
78 | O=C1CCCC2=C1C(c1cccs1)n1nc(SCc3ccccc3F)nc1N2 (centres undefined) | 4 | ? | ? | 1.1
79 | COCC(=O)Nc1c(C(=O)Nc2ccccc2OC)oc2ccccc12 | 16 | 2 | -10 | 0.99
80 | COc1ccc(CNc2nc(NCc3ccc(OC)cc3)n(S(C)(=O)=O)n2)cc1 | 7 | -2 | -14 | 1.1

# Three entries from above, arranged by their value in Prostate diff, highest first.
cpd	mol	Prostate diff
79	COCC(=O)Nc1c(C(=O)Nc2ccccc2OC)oc2ccccc12	16
69	CCOc1ccc(N2C(=O)CSC2c2ccncc2)cc1 (centres undefined)	4
65	O=C(CSc1nnc(Cn2c(=O)sc3ccccc32)n1CCc1ccccc1)N1CCOCC1	2

# An excerpt from above in order of molar mass, rising:
no. | mol | Prostate diff | VLA-4 agonist | VLA-4 antagonist | Autofluor Jurkat
72 | CN1C(C(=O)Nc2ccccn2)=C(O)c2ccccc2S1(=O)=O | 3 | 4 | -25 | 1.1
77 | OC(CCN1CCOCC1)(c1ccc(Cl)cc1)C1CCCCC1 (centres undefined) | 14 | -2 | 8 | 1.1
67 | Clc1ccc(Cl)c(-c2nn3c(Cn4cnc5ccccc54)nnc3s2)c1 | 5 | -2 | 8 | 1
74 | O=C(CN1CCOCC1)N1CCN(S(=O)(=O)c2ccccc2)C1c1ccccc1 (centres undefined) | 13 | 2 | 13 | 1.1

# The list goes on.
no. | mol | Prostate diff | VLA-4 agonist | VLA-4 antagonist | Autofluor Jurkat
81 | CC(=O)NCCc1nc2ccccc2[nH]1 | 0 | -4 | -6 | 1
82 | O=C(Cn1cnc2c(nnn2Cc2ccccc2F)c1=O)N1CCN(c2ccccc2)CC1 | 14 | 0 | 48 | 1.1
83 | Cn1c(CCNC(=O)c2ccco2)nc2cc(NC(=O)C3CCCCC3)ccc21 | 2 | ? | ? | 1
84 | CCn1c(SCC(=O)Nc2cc(C)ccc2C)nc2c(c1=O)SC(C)C2 (centres undefined) | 12 | -2 | 4 | 1
85 | COC(=O)c1nc2n(n1)C(c1cccc(Cl)c1)C1=C(CCCC1=O)N2 (centres undefined) | 8 | 2 | -2 | 1
